TDP1 block = TDP1 (human) enzyme inhibition; Q9NUW8; Potency, µM (titrated, usually from 130 µM), for the others: at the top dose activity change, negative = inhibition, actives largely listed as inhibitors; recombinant TDP1, AlphaScreen DNA substrate cleavage; AID 485290; 350,000 compounds, 0.28% hits; also: nearly all actives have a fitted effect of over 40% in size
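Recombinant E. coli-expressed Tdp1 (1 nM) preincubated with compound 15 min at RT, then 5'-biotin/3'-phosphotyrosine-FITC DNA substrate (15 nM) added for 5 min. AlphaScreen beads (10 ug/ml) added, 10 min RT; tyrosine-FITC cleavage read as signal loss.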
N370S GC mod = inhibitors or activators of N370S glucocerebrosidase for Gaucher disease. P04062. N370S GC spleen homogenate, 4MU-glucoside fluorescence. Potency, µM (top dose mostly 59.4 µM), for inactives: at the highest dose activity change, negative = inhibition, usual class: inhibitors. 330,000 compounds, 0.092% hits;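 also: 0% = full enzyme activity and -100% = no enzyme basal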
FEN1 inh = human FEN1 inhibition; P39748; Recombinant FEN1 flap cleavage, fluorescence, 15 min; Potency, µM (top dose mostly 114 µM), without a hit: at the top dose activity change, negative = inhibition, hits mostly inhibitors; 390,000 compounds, 0.35% hits; also: nearly all actives have a fitted effect of over 65% in size
Target sequence (P39748 whole entry, looked up): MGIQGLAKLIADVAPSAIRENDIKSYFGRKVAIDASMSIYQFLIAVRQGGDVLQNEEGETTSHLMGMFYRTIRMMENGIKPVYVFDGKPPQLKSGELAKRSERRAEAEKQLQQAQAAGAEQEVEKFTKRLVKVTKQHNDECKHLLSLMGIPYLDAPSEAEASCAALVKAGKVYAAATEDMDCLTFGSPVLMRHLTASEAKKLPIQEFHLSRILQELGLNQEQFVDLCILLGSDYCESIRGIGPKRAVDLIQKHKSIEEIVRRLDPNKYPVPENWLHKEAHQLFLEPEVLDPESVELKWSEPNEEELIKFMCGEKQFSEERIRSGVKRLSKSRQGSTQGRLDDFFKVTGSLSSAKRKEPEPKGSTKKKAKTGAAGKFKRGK
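Compounds are tested as a concentration series against 10 nM FEN1; after a 15 min room-temperature preincubation, 50 nM substrate starts cleavage, with plate reads at 0 and 15 min. Normalized responses are fitted by a Hill equation.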
* = called active by the depositor; ? = inconclusive; . = no result given; & = joins results of further samples; [ ] = dose if it differs, or a comment. Calls follow the shape of the dose curve; as a rule, active = well fitted curve in the direction sought with a large enough effect; inconclusive = small, poorly fitted or top-dose-only effect, or another doubt; inactive = no such curve, though single readings can be large; an effect the other way counts as inactive or inconclusive. Unless noted, % is scaled to controls: 0 for no effect and ±100 for the full control effect; potency is read from the fitted curve at half-maximal effect.

item | mol | FEN1 inh | N370S GC mod | TDP1 block
1 | Cc1cc(NC(=O)c2cccc(Cl)c2)ccc1-c1cc2ccccc2oc1=O | 14% | . | 1%[12.3 µM]
2 | O=C(NCCCN1CCOCC1)c1ccc(N2CCCC2)c([N+](=O)[O-])c1 | -17% | -4% | 6%
3 | Cc1ccsc1CN(C(=O)c1ccc(Br)cc1)C1CCS(=O)(=O)C1 (configuration not stated) | 16% | . | 2%
4 | O=C(NC1=NCCS1)c1ccc(Br)s1 | 9% | 7% | 2%
5 | CCOC(=O)c1cccc(NC(=O)C2CCN(S(=O)(=O)c3ccc4c(c3)oc(=O)n4C)CC2)c1 | 17% | . | -1%
6 | O=C(C(=O)N1CCc2ccccc2C1)c1cn(CC(=O)N2CCOCC2)c2ccccc12 | 8% | 9% | 3%
7 | O=C(c1c(F)cccc1Cl)N1CCN(c2ccccn2)CC1 | 2% | 0% | 1%
8 | NC(=O)c1ccccc1NC(=O)c1ccc2c(c1)OCO2 | 2% | -11% | .
9 | Cc1cc2nc(CSc3ccc(Cl)cc3)cc(=O)n2[nH]1 | 4% | 4% | 4%
10 | Cc1c(NC(=O)Nc2ccc3c(c2)OCO3)cccc1[N+](=O)[O-] | 13% | -14% | 3%
11 | O=C(NCCc1ccc(Cl)cc1)c1cc(-c2ccncc2)nc2ccccc12 | 22% | -18% | .
12 | CCC(C)Sc1nc(O)c(Cc2ccccc2)c(=O)[nH]1 (configuration not stated) | -3% | -12% | 7%
13 | Cn1c(SCC(=O)NCc2ccccc2)nnc1C1CC1 | -2% | 6% | -2%
14 | N#CN(Cc1ccccc1)Cc1ccccc1 | -20% | 4% | 5%
15 | O=C(NCCc1csc(-c2ccc(Cl)cc2)n1)c1ccco1 | -18%&7% | 3% | 3%&-1%
16 | O=C(c1cc2c(s1)-c1ccccc1S(=O)(=O)C2)N1CCCC1 | -3% | 2% | -1%
17 | O=C(C1CCCO1)N1CCN(c2c3c(nc4cc(-c5ccc(F)cc5)nn24)CCC3)CC1 (configuration not stated) | 5% | -27% | 2%
18 | NNC(=O)c1nc[nH]c1C(=O)Nc1ccccc1[N+](=O)[O-] | -6% | -12% | 8%
19 | CCCCn1cnc2cc(NC(=O)c3cc(OC)c(OC)c(OC)c3)ccc21 | -15% | . | 0%
20 | CCOC(=O)N1CCc2c(sc3nc[nH]c(=O)c23)C1 | -1% | 4% | -1%

(list continues)
item | mol | FEN1 inh | N370S GC mod | TDP1 block
21 | c1ccc(-c2noc(CSc3nnnn3-c3ccccc3)n2)cc1 | -18% | ? | -7%
22 | CN(CC(=O)Nc1ccc(OC(F)F)cc1)S(=O)(=O)/C=C/c1ccccc1 | ? | . | 0%
23 | O=C(COC(=O)c1ccc([N+](=O)[O-])cc1)Nc1ccccc1C(=O)NC1CC1 | -1% | . | -1%
24 | O=C(/C=C/c1cn(-c2ccccc2)nc1-c1cccnc1)N1CCCC1 | 15% | 0% | 8%
25 | Cc1cccc(C(=O)NC(C)C(=O)NC(c2nc3ccccc3[nH]2)C(C)C)c1 (configuration not stated) | -14% | . | 0%
26 | CCOC(=O)c1cc(NC(=O)c2ccccc2)c(=O)oc1-c1ccccc1 | -6% | 20% | 1%
27 | COc1ccc(C(CCN2CCCC2)c2c(O)cc(OC)cc2OC)cc1 (configuration not stated) | -6%&37% | -11%&10% | 14%&7%
28 | O=C(Nc1ccc(Cl)cc1F)c1ccc(COc2c(F)c(F)c(F)c(F)c2F)o1 | -2% | 7% | -1%
29 | COC(=O)Sc1nc(N2CCOCC2)c2c(c1C#N)CC(C)(C)OC2 | 10% | 0% | 4%
30 | CC(=O)n1cc(/C=N/NC(=O)c2ccc([N+](=O)[O-])cc2)c2ccccc21 | -5% | -15% | .
31 | C=CCn1c(=NC(=O)c2ccco2)sc2cc(C(=O)OCC)ccc21 | 10% | 3% | 0%
32 | COC(=O)c1c(NC(=O)C(=O)NCCCN2CCOCC2)sc2c1CC(C)(C)OC2 | 3% | -30% | 2%
33 | CCc1ccc(NC(=O)CSc2cn(CC(=O)N3CCOCC3)c3ccccc23)cc1 | -6% | . | 0%
34 | CC(C)c1cccc2nc3c(c([Si](C)(C)C(C)(C)C)c12)Cn1c-3cccc1=O | . | ? | 1%
35 | CC1CCN(c2nnc(N)s2)CC1 | -17% | 4% | -2%
36 | Cn1c(=O)c2c(ncn2CC(=O)Nc2cc(Cl)cc(Cl)c2)n(C)c1=O | ? | . | 0%[12.3 µM]
37 | CCCn1nc(NC(=O)CC(C)C)c2cc3ccccc3nc21 | -9% | 7% | -2%
38 | CCCCCCCN=CC1=C(O)CC(c2ccccc2)CC1=O (configuration not stated) | 7% | -4% | 4%
39 | CC/C=C\C/C=C\C/C=C\C/C=C\C/C=C\CCC(=O)O[C@H](COCCCCCCCCCCCCCCCC)COP(=O)([O-])OCC[N+](C)(C)C | . | -10% | 3%
40 | COc1cc(C2C(=O)N(C3CCCCC3)CC(=O)N2Cc2ccc(C)cc2)ccc1OC(C)C (configuration not stated) | -10% | . | 5%

Next results follow.
item | mol | FEN1 inh | N370S GC mod | TDP1 block
41 | Cc1cc2ccccc2n1CCNC(=O)C(C)(C)C | -3% | -5% | -5%
42 | COc1ccc(CNC(=O)Nc2cn(CC(C)C)c(=O)c3ccccc23)cc1 | -8% | . | 6%
43 | c1ccc(CCSc2nccn2-c2ccccc2)cc1 | -8% | 8% | 8%
44 | NNC(=O)c1cc(S(=O)(=O)N2CCOCC2)c[nH]1 | -9% | . | -5%
45 | O=C(O)c1ccc(N/N=C/c2cc3cc4c(cc3nc2Cl)OCCO4)cc1 | ? | 5% | .
46 | O=C(C1=C[C@@H](c2ccc(Br)cc2)C[C@@H](OCCCCO)O1)N1CCN(Cc2ccccc2)CC1 | -12% | -26% | 6%
47 | CC(C)(C)OC(=O)N1C[C@H](O)C[C@H]1C(=O)OCC(=O)c1ccc([N+](=O)[O-])cc1 | 18% | 2% | 0%
48 | Cc1cc([N+](=O)[O-])ccc1NCc1ccco1 | -8% | -10% | 9%
49 | COc1ccccc1OCC(O)CNCc1ccc2c(c1)OCO2 (configuration not stated) | 8% | -6% | 3%
50 | CCC(C)(C)NC(=O)C(c1cccs1)N(C(=O)c1ccn[nH]1)c1cccc(OC)c1 (configuration not stated) | -5% | -1% | 5%
51 | COc1cc(CNCCSc2nnnn2C)ccc1OCc1c(F)cccc1Cl | -2% | . | 11%
52 | COc1cccc(CNC(=O)CSc2nnc(C)c3c(C)n(-c4ccccc4)nc23)c1 | -1% | . | 6%
53 | CCc1cccc(CC)c1NC(=O)C(Cc1ccccc1)NS(=O)(=O)c1cccc2nsnc12 (configuration not stated) | -10% | . | 5%
54 | CC1CCCCN1S(=O)(=O)c1ccc(N(C(=O)c2cnccn2)C(C(=O)NC2CCCCC2)c2cccs2)cc1 (configuration not stated) | -12% | -9% | 6%
55 | CCc1nnc(NC(=O)CSc2nnc(-c3ccc(OC)cc3)n2C)s1 | -2% | 0% | 5%
56 | CCO[C@H]1OC(C(=O)N2CCN(C)CC2)=C[C@@H](C(C)(C)C)[C@@H]1CCCO | -9% | -3% | 3%
57 | C=CC[C@H](CC(=O)N[C@H](CO)Cc1ccccc1)C(=O)N[C@@H](COC(=O)[C@@H](CC=C)CC(=O)OC(C)(C)C)Cc1c[nH]c2ccccc12 | 1% | . | 2%
58 | C#CCN(CC=C)C(=O)C1CCC(=O)N(CCCc2ccccc2)C1 (configuration not stated) | -2% | -6% | .
59 | C#CCN1C(=O)C2C(C(=O)NC)C3C=CC2(O3)C1C(=O)NCc1ccc(OC)cc1 (configuration not stated) | -6% | 1%[2.35 µM] | -2%
60 | Cc1ccc(NC(=O)CSc2nnc(CNC(=O)C34CC5CC(CC(C5)C3)C4)n2-c2ccc(F)cc2)cc1 | -3% | 7% | 2%

Next section:
item | mol | FEN1 inh | N370S GC mod | TDP1 block
61 | O=C(CCN1CCOCC1)NNC(=O)c1ccc(Cl)c([N+](=O)[O-])c1 | 2% | . | 3%
62 | Cc1ccc(Cc2nnc(SCC(=O)Nc3ccccc3)n(N)c2=O)cc1 | -1% | 0% | 7%
63 | CCOCCCNC(=O)C1CCC(CNS(=O)(=O)c2ccc(Cl)cc2)CC1 (configuration not stated) | 0% | -1% | 3%
64 | CC(=O)NNc1ncnc2c1cnn2-c1ccc(C)cc1 | -6% | -8% | 2%
65 | Clc1cc(Br)ccc1OCCOCCN1CCOCC1 | -10% | 1% | -4%
66 | Cc1n[nH]c(=O)c2c(NC(=O)CSc3nncs3)oc(C)c12 | 1% | -13% | .
67 | COc1cccc(Nc2sc(C(=O)c3ccc(Cl)cc3)c(N)c2C(=O)NCc2ccc(C)cc2)c1 | 1% | . | 5%
68 | CCOc1ccccc1NC(=O)CC1Nc2cc(C)c(C)cc2NC1=O (configuration not stated) | -6% | ? | 2%
69 | CCCc1c(C(=O)Nc2cc(C(C)(C)C)on2)cnn1-c1ccccc1 | 8% | 5% | 3%
70 | Cc1nn(C)c(C)c1S(=O)(=O)N1CCC(C(=O)NC(C)c2ccccc2)CC1 (configuration not stated) | -4% | -2% | 3%
71 | Cc1ccnc(NC(=S)NC(=O)/C=C/c2ccccc2)c1 | -1% | 1% | -2%
72 | O=c1cc(Nc2ccc3c(c2)OCCO3)[nH]c(=O)n1-c1ccc(Br)cc1 | -4% | 3% | -1%
73 | CCC(Cc1ccccc1)NC(=O)C1CCN(S(=O)(=O)c2ccc3c(c2)CC(C)N3C(C)=O)CC1 (configuration not stated) | -4% | -7% | .

Compounds listed so far that contain an NH in an aromatic ring, in the order listed:
item | mol | FEN1 inh | N370S GC mod | TDP1 block
9 | Cc1cc2nc(CSc3ccc(Cl)cc3)cc(=O)n2[nH]1 | 4% | 4% | 4%
12 | CCC(C)Sc1nc(O)c(Cc2ccccc2)c(=O)[nH]1 (configuration not stated) | -3% | -12% | 7%
18 | NNC(=O)c1nc[nH]c1C(=O)Nc1ccccc1[N+](=O)[O-] | -6% | -12% | 8%
20 | CCOC(=O)N1CCc2c(sc3nc[nH]c(=O)c23)C1 | -1% | 4% | -1%
25 | Cc1cccc(C(=O)NC(C)C(=O)NC(c2nc3ccccc3[nH]2)C(C)C)c1 (configuration not stated) | -14% | . | 0%
44 | NNC(=O)c1cc(S(=O)(=O)N2CCOCC2)c[nH]1 | -9% | . | -5%
50 | CCC(C)(C)NC(=O)C(c1cccs1)N(C(=O)c1ccn[nH]1)c1cccc(OC)c1 (configuration not stated) | -5% | -1% | 5%
57 | C=CC[C@H](CC(=O)N[C@H](CO)Cc1ccccc1)C(=O)N[C@@H](COC(=O)[C@@H](CC=C)CC(=O)OC(C)(C)C)Cc1c[nH]c2ccccc12 | 1% | . | 2%
66 | Cc1n[nH]c(=O)c2c(NC(=O)CSc3nncs3)oc(C)c12 | 1% | -13% | .
72 | O=c1cc(Nc2ccc3c(c2)OCCO3)[nH]c(=O)n1-c1ccc(Br)cc1 | -4% | 3% | -1%

From PubChem BioAssay
